# Casp6 inh: caspase-6 (human) enzyme inhibition; P55212; purified caspase-6, Z-VEID-R110 cleavage fluorescence; inhibition, % at 12.5 µM; hit rate 0.53% among 350,000;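 active = mean inhibition across replicates at least about 35%, with every replicate also reaching that limit, limit read from the data; inconclusive = only one of the two criteria met; inactive = neither criterion met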;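 note: 0% = median of neutral control wells and 100% = no fluorescence left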
# XiGFP reactiv: activators of X-chromosome reactivation in mouse fibroblasts; hit rate 0.055% among 360,000; activation, % at 7.58 µM; XiGFP mouse fibroblasts, % GFP-positive cells imaging, 3 d; cells co-treated with 5-aza-dC sensitizer; scaled so ellipticine positive control = 100%;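 active = mean normalized replicate activation at least 10% and every replicate at or above 10%; inconclusive = only one of the two criteria met; inactive = mean below 10% and not all replicates reach 10%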;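 note: 0% = median of on-plate neutral control wells and 100% = ellipticine 6 µM median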
#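 Material: SV40-immortalized XiGFP fibroblast cells, line 68-5-11 | Buffer or medium: DMEM containing 5-aza-dC | Dosing: One concentration, pinned | Times: 3 d treatment, 15 min room-temperature fixation | Controls: Ellipticine 6 µM positive control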
# DENV2 CPE: protects cells from dengue virus 2 cytopathic effect; DENV2-infected cells, cytopathic effect rescue, plate reader; CPE inhibition, % at 9.99 µM; hit rate 1.7% among 350,000; AID 651640; in the data active = CPE inhibition above about 20%, passing the limit was not always enough; inconclusive = no clear call, values can overlap the other calls; tested in BHK-21 cells;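 note: 0% = median of neutral control wells and 100% = median of positive control wells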
# INS-1E GSIS act: GLuc luminescence reporter in INS-1E cells, primary screen for activators of glucose-dependent secretion of insulin; INS-1E GLuc reporter insulin secretion, 2-3 h; activation, % at 16.6 µM; hit rate 0.61% among 370,000;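 active = lowest replicate activation of at least 40%, so every replicate reaches that level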;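 note: 0% = median of neutral control wells and 100% = median of IBMX positive control wells; some compounds called inactive have numbers as strong as hits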
# F508del corr: correctors of CFTR F508del function in bronchial epithelial cells. hit rate 0.36% among 350,000. activity (quench increase), % at 7.58 µM. AID 720511. CFBE cells, YFP halide quenching; stimulated with forskolin plus potentiator P3; % fluorescence drop versus neutral controls;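 active = mean added fluorescence quench of at least 8% versus neutral control, with both replicates also reaching 8%; inconclusive = only one of the mean or replicate conditions met; inactive = mean below 8% and not both replicates reaching 8%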;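 note: cells transiently co-express mutant CFTR-F508del with the halide-sensitive YFP; corrector assay measuring rescue of mutant channel to the surface after 24 h compound exposure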
# E-selectin induc: E-selectin induction on HUVECs | P16581 | HUVEC E-selectin immunofluorescence imaging; normalized: neutral wells 0, TNF-alpha wells 100 | activation, % at 7.58 µM | hit rate 0.37% among 260,000 | AID 686992;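 active = mean E-selectin-positive cell signal at least 10% of the positive control, reached in at least 60% of replicates, without over 20% cell loss; inconclusive = no rule given, readout overlaps actives, possibly toxicity-flagged; inactive = the rest, including those meeting only one limit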;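 note: in these data hits start at about 27%; measured in HUVEC primary endothelial cells; signal is the percent of cells scored E-selectin positive by PE staining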
# Target sequence (P16581 whole entry, looked up): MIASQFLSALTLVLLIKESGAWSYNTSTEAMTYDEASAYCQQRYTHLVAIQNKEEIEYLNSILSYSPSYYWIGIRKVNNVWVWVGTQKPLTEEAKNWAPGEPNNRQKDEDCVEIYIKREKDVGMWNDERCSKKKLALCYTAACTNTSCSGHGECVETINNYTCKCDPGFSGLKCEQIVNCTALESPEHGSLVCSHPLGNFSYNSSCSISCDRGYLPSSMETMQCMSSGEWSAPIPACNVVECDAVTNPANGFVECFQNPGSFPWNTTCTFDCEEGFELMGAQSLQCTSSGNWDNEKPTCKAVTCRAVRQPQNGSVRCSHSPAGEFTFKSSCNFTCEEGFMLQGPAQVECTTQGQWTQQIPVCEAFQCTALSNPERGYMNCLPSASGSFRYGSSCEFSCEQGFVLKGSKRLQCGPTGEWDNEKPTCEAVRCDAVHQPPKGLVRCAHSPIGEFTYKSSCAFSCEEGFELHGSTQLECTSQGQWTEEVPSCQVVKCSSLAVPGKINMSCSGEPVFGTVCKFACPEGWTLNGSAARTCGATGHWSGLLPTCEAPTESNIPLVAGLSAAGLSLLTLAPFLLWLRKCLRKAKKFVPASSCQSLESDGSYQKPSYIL
#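 Assay system: HUVEC, human umbilical vein endothelial cells / Amount: 3,000 HUVEC/well / Controls: TNF-alpha positive control, DMSO neutral control / Compound dosing: single concentration / Medium: EGM-2 over gelatin coat / Evaluation: percent E-selectin-positive cells / Signal: immunofluorescence imaging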
# RAD52 anneal inh: inhibitors of human RAD52 DNA annealing; inhibition, % at 18.7 µM; recombinant RAD52 DNA annealing, FRET fluorescence; AID 651710; hit rate 0.46% among 360,000;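 active = every replicate showing at least 50% inhibition; inconclusive = mean inhibition at least 50% but not in every replicate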
# Target sequence (P43351 whole entry, looked up): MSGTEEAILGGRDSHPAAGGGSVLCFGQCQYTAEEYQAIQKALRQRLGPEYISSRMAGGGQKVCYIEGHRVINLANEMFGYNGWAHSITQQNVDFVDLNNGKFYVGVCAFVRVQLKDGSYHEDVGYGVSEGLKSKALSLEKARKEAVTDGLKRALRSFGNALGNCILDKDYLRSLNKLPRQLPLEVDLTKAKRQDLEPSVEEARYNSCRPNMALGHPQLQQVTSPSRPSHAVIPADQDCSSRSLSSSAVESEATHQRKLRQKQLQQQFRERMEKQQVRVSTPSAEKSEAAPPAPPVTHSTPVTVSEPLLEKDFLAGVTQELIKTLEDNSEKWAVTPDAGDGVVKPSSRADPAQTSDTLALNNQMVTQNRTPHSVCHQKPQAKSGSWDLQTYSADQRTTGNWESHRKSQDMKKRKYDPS
# RAD54 branch: inhibitors of human RAD54 branch migration; Q92698; AID 602329; hit rate 0.14% among 360,000; inhibition, % at 10.4 µM; RAD54 Holliday junction branch migration, FAM/BHQ fluorescence;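 active = mean normalized replicate activity at least 40 and at least half of replicates scoring 40 or more; inconclusive = only one of the two criteria met; inactive = mean below 40 and under half of replicates reaching 40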;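 note: 0% = median of neutral control wells and 100% = median of positive control wells; inhibitors cause a drop in the FAM fluorescence signal; in these data hits start at about 50%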
# * marks the source's active call; other numbers are inactive results; ? = inconclusive; . = no result given; & = joins results of further samples.
SMILES,Casp6 inh,XiGFP reactiv,DENV2 CPE,INS-1E GSIS act,F508del corr,E-selectin induc,RAD52 anneal inh,RAD54 branch
C[C@@H]1CN([C@@H](C)CO)C(=O)Cc2cc(NC(=O)CCN3CCOCC3)ccc2O[C@@H]1CN(C)C(=O)Nc1ccc(C(F)(F)F)cc1,1,-0.1,0,3,-0.2,-0.1,6,2
CC1C(=O)Nc2ccc(S(=O)(=O)N3CCN(c4cccc(Cl)c4)CC3)cc2NC1=O (stereo not drawn),2,-0.3,1,.,0.8,-0.1,1,3
O=C(O)CC1c2ccccc2CCN1S(=O)(=O)c1ccccc1 (stereo not drawn),2,0.1,-2,7,0.0,0.8,-11,-3
O=C(NN1C(=O)C2C(C1=O)C1C=CC2C12CC2)c1ccccc1 (stereo not drawn),0,0.1,5,-3,0.3,-0.1,-19,.
O=C(C[C@@H]1CC[C@H](NC(=O)C2CCC2)[C@H](CO)O1)NCc1ccncc1,1,-0.1,7,7,-1.8,-0.1,-5,-2
C[C@@H]1CN([C@@H](C)CO)S(=O)(=O)c2ccc(-c3ccc(C(=O)N(C)C)cc3)cc2O[C@@H]1CN(C)C(=O)C1CCC1,3,0.5,3,21,-1.8,0.6,10,13
CC(C)(C)SC(=O)CC1NS(=O)(=O)OCC1NC(=O)OCC(Cl)(Cl)Cl (stereo not drawn),4,0.1,-11,.,1.6,-0.1,-8,-15
CCCn1c(SCC(=O)Nc2ccccc2Cl)nc(O)cc1=O,4,0.1,-8,-3,2.0,0.0,-50,.
CCC1(c2ccccc2)NC(=O)N(CC(=O)c2ccc3c(c2)OCO3)C1=O (stereo not drawn),0,0.0,5,-3,-0.3,-2.3,-21,2
CC1(C(=O)NS(=O)(=O)Cc2cccc(Cl)c2)CCN1C(=O)CCc1ccccc1 (stereo not drawn),-2,0.0,-2,2,2.7,1.3,-8,-5
COc1ccccc1OCCNC(=O)c1ccc(C(C)(C)C)cc1,0,0.1,15,.,-1.1,.,-8,.
O=C(Cc1ccccc1)N1CC(=O)N2[C@H](CO)[C@@H](c3ccc(-c4ccc(F)cc4)cc3)[C@H]2C1,3,0.0,-7,-18,0.1,0.2,7,.
CCc1sc(NC(=O)C(C)C)nc1-c1ccccc1,-7,0.0,5,-3,1.7,-0.2,5,6
CCCNC(=O)N1C[C@H](C)[C@@H](OC)CN(C)C(=O)c2ccc(NS(=O)(=O)CC(F)(F)F)cc2OC[C@@H]1C,0,0.0,-8,-4,-2.3,-0.2,-7,.
COC(=O)C1=C(C)N(c2ccc(OC)c(OC)c2)C(=O)/C1=C\c1ccco1,.,0.0,1,-33,0.7,.,-22,.
N#C[C@@H]1[C@H](c2ccc(C3=CCCCC3)cc2)[C@H](CO)N1S(=O)(=O)c1cccc(F)c1,-2,0.0,-1,19,-1.8,0.2,-13,-2
Cc1ccc(S(=O)(=O)N2C[C@@H](O)COC[C@H]3O[C@H](CC(=O)NCc4ccc5c(c4)OCO5)CC[C@@H]32)cc1,-8,0.1,.,-3,-2.7,-0.2,18,3
O=C(O)CCCNc1ccc(S(=O)(=O)N2CCCCC2)cc1,-1,0.0,-1,0,-0.2,0.5,-8,.
O=C(COC(=O)Cc1ccc(Br)cc1)NCC1CCCO1 (stereo not drawn),0,-0.1,4,4,-6.2,-0.2,3,-1
O=C(NCC[C@H]1CC[C@H](NC(=O)C2CCOCC2)[C@@H](CO)O1)c1ccc(F)cc1,2,0.1,3,9,0.1,0.0,5,-5
Cc1ccc(-c2nn(CC(=O)NCc3ccccn3)c(=O)c3ccccc23)cc1S(=O)(=O)N(C)C,.,0.0,12,.,0.6,.,-8,5
CCCNC(=O)N(C)C[C@@H]1Oc2cc(Br)ccc2S(=O)(=O)N([C@H](C)CO)C[C@@H]1C,2,-0.1,4,20,-0.1,-0.4,13,2
COc1ccc(S(=O)(=O)Nc2ccc3c(c2)C(=O)N([C@H](C)CO)C[C@H](C)[C@H](CN(C)C(=O)Nc2cccc4ccccc24)O3)cc1,1,0.0,0,-15,-1.2,8.6,-4,2
CCn1c(=O)c2[nH]c(Cl)nc2n(CC)c1=O,-3,0.0,1,24,4.5,-0.5,-15,4
CC(C)NC(=O)COCc1cc(-c2ccc3c(c2)OCO3)on1,-1,0.1,-3,5,1.6,1.9,8,-8
C=C(C)CNC(=S)N=Nc1c(O)[nH]c2ccc([N+](=O)[O-])cc12,-1,-0.2,13,4,-2.7,0.0,15,.
Cc1noc(C)c1NC(=O)Nc1ccc2c(c1)C(=O)N([C@H](C)CO)C[C@H](C)[C@H](CN(C)C(=O)c1ccccc1)OCCCC[C@@H](C)O2,-1,0.0,-2,8,-3.4,-0.1,.,-3
COc1ccc(S(=O)(=O)Nc2ccc(-c3ccc4nnc(C)n4n3)cc2)c(OC)c1,-2,0.1,1,5,-2.6,-0.7,-20,3
Cc1cc(NC(=O)CSc2nnc(C(C)N(C)C)n2-c2ccc(F)cc2)no1 (stereo not drawn),-1,0.0,5,10,-0.6,0.3,-11,.
CC1CCN(CCCNC(=O)C2CCC(CNS(=O)(=O)c3cccc4nsnc34)CC2)CC1 (stereo not drawn),-2,0.0,-3,26,1.8,.,-7,-10
COCCn1c(SCC(=O)Nc2cc(OC)ccc2OC)nc2c(c1=O)SC(C)C2 (stereo not drawn),5,0.0,10,12,1.4,0.0,-11,.
Cc1ccc(S(=O)(=O)N(C)CC(=O)N(C)Cc2cccs2)cc1,-2,0.1,0,0,-2.7,-0.2,-30,4
O=C(CCNS(=O)(=O)c1cccc2nonc12)NC1CCCCCC1,2,0.0,-1,-6,-0.7,.,-8,.
NS(=O)(=O)c1ccc(CCNC(=O)C(=O)c2c[nH]c3ccccc23)cc1,1,0.0,-5,-6,2.7,-1.3,-12,.
C[C@@H]1CN([C@@H](C)CO)C(=O)c2cc(NS(C)(=O)=O)ccc2O[C@@H](C)CCCCO[C@H]1CN(C)C(=O)c1ccccc1,-2,5.3,8,12,-0.9,0.1,-1,3
C[C@H](CO)N1C[C@H](C)[C@@H](CN(C)S(=O)(=O)c2cccs2)Oc2ccc(NS(C)(=O)=O)cc2CC1=O,-12,-0.6,-9,4,-1.8,0.1,5,1
COc1ccc(S(=O)(=O)NCC2CCC(C(=O)NCc3ccc(F)cc3)CC2)cc1 (stereo not drawn),0,0.1,0,5,-0.1,0.4,-7,-5
COc1cccc(-c2cnc3c(NC(C)=O)cc(-c4ccsc4)cn23)c1,2,-0.1,-4,-3,1.3,0.0,-16,4
OCCC1CN(Cc2cnn(-c3ccccc3Cl)c2)CCN1Cc1ccsc1 (stereo not drawn),-6,0.1,4,-4,0.2,.,-5,.
C[C@H]1CN([C@@H](C)CO)C(=O)c2cc(-c3ccc(F)cc3)cnc2O[C@@H]1CN(C)C(=O)Nc1ccccc1F,.,-0.3,-2,1,1.8,-0.1,-5,8
O=C(C[C@H]1CC[C@@H](NC(=O)CN2CCOCC2)[C@H](CO)O1)NCc1cccc(F)c1,3,-0.3,0,9,-1.5,6.2,-4,-7
CCC(=O)N1N=C(c2ccc(NS(=O)(=O)c3ccc(C)cc3)cc2)CC1c1ccco1 (stereo not drawn),-4,0.0,-1,-13,1.1,0.0,-28,-23
C[C@H]1CN([C@@H](C)CO)C(=O)c2cccc(NC(=O)Nc3ccccc3)c2O[C@H]1CN(C)Cc1ccc2c(c1)OCO2,0,0.1,-4,7,0.2,2.4,22,5
CCn1c(-c2cc(-c3cc(OC)ccc3OC)nc3ccccc23)n[nH]c1=S,2,.,0,7,0.8,.,-1,-14
COc1ccc(CCNc2cc(C)nc3c(-c4ccccc4)c(C)nn23)cc1OC,0,0.0,8,.,.,-0.2,-24,3
O=C(c1cccnc1)N1C[C@@H]2[C@H](c3ccccc31)[C@H](CO)N2C(=O)C1CCCCC1,2,0.2,-5,-4,1.3,-0.1,6,-3
C[C@@H]1CN([C@H](C)CO)C(=O)CCCn2cc(nn2)CO[C@H]1CN(C)C(=O)NC1CCCCC1,-1&-1,-0.2&0.2,-6&1,11&18,-1.6&-0.2&-2.5,-2.4&-0.1,-1&3,-2&1
COCCSc1nnc(NC(=O)CS(=O)(=O)c2ccccc2)s1,3,-0.1,3,8,-4.1,0.5,-1,1
CSCCC(NS(=O)(=O)c1ccccc1)C(=O)Nc1nccs1 (stereo not drawn),3,0.1,-5,6,-5.4,-0.3,-4,5
COc1ccc(N2CCN(S(=O)(=O)c3cc4c(cc3C)N(C(C)=O)CCO4)CC2)cc1,-2,-0.1,19,6,2.9,.,-6,1
CNC[C@@H]1Oc2c(NC(=O)Nc3cccc4ccccc34)cccc2C(=O)N([C@@H](C)CO)C[C@H]1C,-2,0.1,-3,12,5.6,0.1,-8,6
Cc1n(CC(=O)c2ccc(F)cc2)c2ccccc2[n+]1C,-2,0.0,-1,-2,2.4,.,-3,.
CS(=O)c1ccccc1-c1nc(-c2ccc([N+](=O)[O-])cc2)no1 (stereo not drawn),-2,.,-2,-4,0.4,0.9,10,-10
CCNC(=S)N/N=C/c1c(C)nn(-c2cccc(Cl)c2)c1Cl,2,-0.2,2,12,.,1.1,-5,.
O=C(c1ccccc1F)N1CCCC(N2CCN(Cc3ccc4c(c3)OCO4)CC2)C1 (stereo not drawn),-2,0.1,?,47*,-0.1,-0.1,-10,-4
CC[C@H](C)[C@@H](CN[C@H](C)CNC)NCCC(c1ccccc1)c1ccccc1,-6,0.5,2,-27,1.3,.,25,11
O=C(Nc1nc(-c2nc3ccccc3s2)cs1)C1CC1,4,0.0,5,.,-4.9,-0.1,0,0
CN1CCN(C(=O)[C@@H]2[C@@H](CO)[C@@H]3Cn4c(ccc(C5=CCCC5)c4=O)[C@H]2N3S(C)(=O)=O)CC1,2,0.2,-6,0,-1.5,-0.5,1,3
C[C@H]1CN([C@@H](C)CO)C(=O)c2cccc(NC(=O)c3cnccn3)c2O[C@@H]1CN(C)Cc1ccncc1,2,-0.6,-5,34,2.4,13,-11,-9
Cc1ccc(-c2ccc3c(c2)O[C@@H](CN(C)Cc2cccc(C(=O)O)c2)[C@H](C)CN([C@H](C)CO)S3(=O)=O)cc1,0,-0.7,5,-7,2.7,0.6,-9,-10
# More compounds.
SMILES,Casp6 inh,XiGFP reactiv,DENV2 CPE,INS-1E GSIS act,F508del corr,E-selectin induc,RAD52 anneal inh,RAD54 branch
O=[N+]([O-])c1ccccc1-n1cnc2ccccc21,9,0.0,1,0,-3.0,.,1,.
CCNC(=S)N/N=C(\C)c1ccco1,1,0.0,0,4,-0.3,.,-1,-9
Cc1noc(C)c1NC(=O)N(C)C[C@@H]1Oc2ncc(C#CC3CC3)cc2C(=O)N([C@@H](C)CO)C[C@@H]1C,-2&-4&1,0.0&-0.6,0&-10&-7,19&7,-1.5&0.4&-5.0,-1.3&0.7,3&-6&-9,-5&7&3
CCC(=O)N1C[C@H]2[C@@H](c3ccccc31)[C@@H](CO)N2Cc1ccc(F)cc1,1,0.0,-1,4,0.9,0.3,-15,-5

# Screening data as filed in PubChem.
